KDM5B inhibitor: Primary screen for KDM5B Histone Demethylases FDH-coupled qHTS. Lysine-specific demethylase 5B (Homo sapiens), Q9UGL1. 220,000 tested, 2.6% active. Potency, µM (top dose mostly 57.7 µM), inactives show at the highest dose activity change, negative = inhibition, hits mostly inhibitors. KDM5B demethylase, FDH-coupled NADH fluorescence (FDH is formaldehyde dehydrogenase); active = well fitted inhibition curve with a large enough effect; inconclusive = small, poorly fitted or top-dose-only effect; inactive = no such curve, though single readings can be large or run the other way; note: 0% is about no effect; nearly all actives have a fitted effect of over 70% in size
Target sequence (Q9UGL1 whole entry, looked up): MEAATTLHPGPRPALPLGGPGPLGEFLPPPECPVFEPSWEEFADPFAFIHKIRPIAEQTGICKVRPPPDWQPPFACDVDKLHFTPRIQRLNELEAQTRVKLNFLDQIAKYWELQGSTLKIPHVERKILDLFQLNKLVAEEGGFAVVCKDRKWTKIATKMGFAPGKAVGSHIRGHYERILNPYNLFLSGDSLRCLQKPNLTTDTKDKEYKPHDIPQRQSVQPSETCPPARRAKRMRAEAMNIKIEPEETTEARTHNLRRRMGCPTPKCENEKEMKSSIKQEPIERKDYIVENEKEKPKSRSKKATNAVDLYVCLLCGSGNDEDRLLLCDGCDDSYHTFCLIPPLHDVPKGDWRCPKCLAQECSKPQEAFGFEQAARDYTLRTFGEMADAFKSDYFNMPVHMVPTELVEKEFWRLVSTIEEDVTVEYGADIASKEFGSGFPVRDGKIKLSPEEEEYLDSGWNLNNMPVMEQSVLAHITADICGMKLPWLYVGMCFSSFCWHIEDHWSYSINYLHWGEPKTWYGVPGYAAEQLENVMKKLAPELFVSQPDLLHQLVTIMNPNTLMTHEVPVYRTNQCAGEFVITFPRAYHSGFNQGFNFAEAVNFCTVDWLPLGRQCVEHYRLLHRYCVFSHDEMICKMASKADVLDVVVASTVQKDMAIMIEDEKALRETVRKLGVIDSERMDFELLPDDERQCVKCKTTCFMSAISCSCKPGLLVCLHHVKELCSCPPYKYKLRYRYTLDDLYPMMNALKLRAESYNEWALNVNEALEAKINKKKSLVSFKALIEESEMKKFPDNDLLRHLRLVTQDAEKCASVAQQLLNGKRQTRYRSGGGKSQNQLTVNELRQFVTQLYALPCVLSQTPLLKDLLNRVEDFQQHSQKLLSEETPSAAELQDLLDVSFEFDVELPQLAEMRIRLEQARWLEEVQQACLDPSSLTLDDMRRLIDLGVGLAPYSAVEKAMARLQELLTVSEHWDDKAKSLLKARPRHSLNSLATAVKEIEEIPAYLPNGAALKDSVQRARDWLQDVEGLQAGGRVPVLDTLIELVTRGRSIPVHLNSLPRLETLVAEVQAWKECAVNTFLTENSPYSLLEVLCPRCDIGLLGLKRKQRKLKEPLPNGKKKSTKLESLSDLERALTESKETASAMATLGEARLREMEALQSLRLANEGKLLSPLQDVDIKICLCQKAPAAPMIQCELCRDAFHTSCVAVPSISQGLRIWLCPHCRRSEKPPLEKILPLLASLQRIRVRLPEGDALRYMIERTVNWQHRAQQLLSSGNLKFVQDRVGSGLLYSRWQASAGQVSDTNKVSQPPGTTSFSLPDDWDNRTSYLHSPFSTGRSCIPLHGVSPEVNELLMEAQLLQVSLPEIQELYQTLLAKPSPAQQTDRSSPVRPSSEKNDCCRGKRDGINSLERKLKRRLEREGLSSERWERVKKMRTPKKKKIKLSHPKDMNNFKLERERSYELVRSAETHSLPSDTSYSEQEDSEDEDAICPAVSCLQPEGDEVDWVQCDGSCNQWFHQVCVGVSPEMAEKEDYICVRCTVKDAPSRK
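Here, H3K4me3 peptide (12.5 µM in substrate mix) is demethylated by KDM5BΔAP, 200 nM final, after 10 min compound exposure. Formaldehyde product is coupled through FDH (0.25 U/mL in mix) to NADH fluorescence; 30-min ΔRFU feeds dose-response curves.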
Numbers without * were called inactive; i = inactive; ? = inconclusive; & = joins results of further samples; [ ] = dose if it differs, or a comment. Potency is the fitted concentration of half-maximal effect. These rows are one share of the data. The share of hits here may be higher or lower than overall.

SMILES | KDM5B inhibitor
CN(C)S(=O)(=O)N1CCCC(CCc2cccc(F)c2)C1 (stereo unspecified) | 11%
CCc1nc(-c2c3n(c(=O)n(CC#N)c2=O)CCCCC3)no1 | 1%
N#Cc1cc2c(=O)n(CCCCN3CCCC3)ccc2[nH]c1=O | 28µM*
Cc1cc(NC(=O)CCc2nc3cccnc3n2Cc2cccs2)ccc1Br | ?
O=C(O)CCCC(=O)N1Cc2ccccc2CC2(CCCN(CC3CCCC3)C2)C1 (stereo unspecified) | 15%[115 µM]
O=C(COC(=O)C12CC3CC(CC(Cl)(C3)C1)C2)NC(=O)c1cccc([N+](=O)[O-])c1 | -29%
COCC(=O)N1CCCCCC1c1nnc(-c2ccccc2)o1 (stereo unspecified) | 10%
Cc1ccc(-c2nnc(SCc3ncc(-c4ccccc4)o3)o2)cc1 | -8%
CCCN1CC(=O)N2[C@H](C[C@@]3(n4ccc5ccccc54)c4ccccc4N(S(=O)(=O)c4ccccc4)[C@@H]23)C1=O | 20%
CN(C)C[C@@H]1CN(c2ncccn2)C[C@H]1NC(=O)c1ccccc1C(F)(F)F | 22µM*
COc1cccc(S(=O)(=O)N2CCC3(CC2)CC(N2CCOCC2)CCO3)c1 (stereo unspecified) | -7%
c1csc(CN2CCC(Oc3ccccc3-c3nc(-c4cnccn4)no3)C2)c1 (stereo unspecified) | 17%
CCn1nc(C)cc1C(=O)N[C@H]1[C@H](O)[C@H](O)C[C@@H]1c1cccnc1 | -6%[86.2 µM]
Cc1ccc2c(c1)cc(C(=O)NCCN(C)C)n2C | ?
CC(O)c1ccc(OCCN(C)c2ccccn2)cc1 (stereo unspecified) | ?
Cc1nn(-c2ccc(Cl)nn2)c2c1C(c1ccc(C#N)cc1)CC(=O)N2 (stereo unspecified) | 9%
CCN1CCC(N2CCCC(N3CCN(c4ccccc4OC)CC3)C2)CC1 (stereo unspecified) | -6%
O=C(Nc1ccc(N2CCOCC2)c(S(=O)(=O)Nc2ccc(Cl)cc2)c1)c1cnccn1 | ?
Cc1noc(C)c1C(=O)N1CCN(c2cc(Cl)ncn2)C(=O)C1 | ?
CCc1ccc(S(=O)(=O)Nc2ccc3[nH]c(=O)sc3c2)cc1 | -5%
O=C(c1cccs1)N1CCC(c2nc(-c3ccccc3)no2)C1 (stereo unspecified) | -15%
CCOC(=O)c1cnc(Nc2ccccc2C)c2ccccc12 | -28%
CCCN1C(=O)Cc2cc(C(=O)NCc3ccc(C)c(C)c3)ccc21 | 15%
Cc1ccc(NS(=O)(=O)c2ccc3c(c2)C(C)(C)C(=O)N3)cc1C | 4%
Cc1ccc(C(=O)COC(=O)c2cc(=O)[nH]c3ccc(C)cc23)cc1 | 9%
Cc1cccc(CNC(=O)C2(C)CCCCC(=O)N2)c1 (stereo unspecified) | 19%
O=C(Nc1cccc2cnccc12)c1cccc(S(=O)(=O)N2CCCCCC2)c1 | 15%
Cc1nc(/N=C(\N)NC(=O)c2ccccc2)nc2ccccc12 | -12%
CCN(C(=O)C(NS(=O)(=O)c1cccc2nsnc12)c1ccccc1)c1ccccc1 (stereo unspecified) | -23%
COc1ccc(-c2ccc3nc(-c4cc(F)cc(F)c4F)oc3c2)c(OC)c1OC | i
COc1ccc(NC(=O)c2c(NCc3cccc(F)c3)sc3c2CCC3)c(OC)c1 | ?
CCCN(Cc1cccs1)C(=O)Nc1cc(Cl)c(OC)cc1OC | 9%&-5%
COCCCNC(=O)c1ccc2c(c1)n(Cc1cccc(OC)c1)c(=O)c1ccnn12 | -15%
O=C(CN1C(=O)S/C(=C\c2ccccc2F)C1=O)Nc1ccc2oc(=O)ccc2c1 | 5%
Cc1nn(-c2cc(N3CCNCC3)ccc2[N+](=O)[O-])c(=O)c2ccccc12 | 10%
COc1ccc2nc(NC(=O)c3c(C)noc3C)sc2c1 | ?
O=C(NCc1coc(-c2cccs2)n1)c1cc(Cl)ccc1Cl | ?
O=C1CCCC2=C1C(c1ccc(Cl)cc1Cl)n1nnnc1N2 (stereo unspecified) | 0%
CS(=O)(=O)N1CCN(C(=O)Nc2ccccc2)C[C@H]1C(=O)N[C@H](Cc1c[nH]c2ccccc12)C(N)=O | 11%
COC(=O)c1ccc(NC(=O)N2CCCC(c3nn[nH]n3)C2)cc1 (stereo unspecified) | ?
CCONC(=O)CCC1Cc2ccccc2NC1=O (stereo unspecified) | 23%
CC(=O)Nc1c(C)nn(-c2ccccc2)c1N1CCC(C(=O)NCc2cccc(F)c2)CC1 | ?
O=C(O)CCc1ccc(S(=O)(=O)NCc2ccc(F)cc2)cc1 | 20%
CN1Cc2c(cc(N3CCOCC3)nc2-c2cccc(N[S+](C)(=O)[O-])c2)C1=O | 35µM*
CN1CCN(C(=O)N2Cc3ccccc3OC3(CCN(C(=O)N(C)C)CC3)C2)CC1 | 20%[115 µM]
OCc1nc2ccccc2n1CCOc1ccccc1 | 6%
CCCC12CN3CC(CCC)(CN(C1)C3c1ccc(OCc3ccccc3)cc1)C2=O (stereo unspecified) | -2%
CN1CC2(CCN(C(=O)Cc3ccc(-n4cnnn4)cc3)CC2)CC1=O | -16%
CCCCn1nc(C(=O)NCc2ccccc2F)c2ccccc2c1=O | 7%
COc1cc(C(=O)NC2(C(F)(F)F)NC(=O)N(c3ccccc3F)C2=O)cc(OC)c1OC (stereo unspecified) | 15%
Further results follow.
SMILES | KDM5B inhibitor
Cc1c(-c2ccccc2)oc2c(C(=O)OCC(=O)Nc3cccc(F)c3)cccc2c1=O | 14%
Cc1cc(Br)cc(Cl)c1OCC(=O)NCc1cccc(NC(=O)C2CC2)c1 | -22%
Cc1ccc(C(=O)NC(=S)N2CCN(c3cc(C)ccc3C)CC2)cc1 | -7%
COc1nccnc1NC1CCN(C(=O)NC2CCCC2)CC1 | 28µM*
CC(C)OC(=O)CCNC(=O)c1ccccc1-c1ncc(-c2ccccc2)o1 | ?
CC(=O)C1=C(OC(=O)C(C)C)c2ccccc2S(=O)(=O)N1Cc1ccccc1 | -14%
CC(C)Cn1cnc2c1c(=O)n(CC(=O)O)c(=O)n2Cc1ccccc1 | 13%
Cc1cccc(-c2noc(CCC(=O)N[C@H]3CC[C@H]3NC3CCCC3)n2)c1 | -28%
O=C(Cc1ccccc1Cl)Nc1cccc(-c2nnc3n2CCCC3)c1 | -2%
O=C(CCc1ccsc1)NC1CCCC1 | 26%

Compounds listed so far that contain a thiophene ring, fused or not (7):
SMILES | KDM5B inhibitor
Cc1cc(NC(=O)CCc2nc3cccnc3n2Cc2cccs2)ccc1Br | ?
c1csc(CN2CCC(Oc3ccccc3-c3nc(-c4cnccn4)no3)C2)c1 (stereo unspecified) | 17%
O=C(c1cccs1)N1CCC(c2nc(-c3ccccc3)no2)C1 (stereo unspecified) | -15%
COc1ccc(NC(=O)c2c(NCc3cccc(F)c3)sc3c2CCC3)c(OC)c1 | ?
CCCN(Cc1cccs1)C(=O)Nc1cc(Cl)c(OC)cc1OC | 9%&-5%
O=C(NCc1coc(-c2cccs2)n1)c1cc(Cl)ccc1Cl | ?
O=C(CCc1ccsc1)NC1CCCC1 | 26%

Continued.
SMILES | KDM5B inhibitor
C=CCN1C(=O)COc2ccc(NC(=O)c3cc(=O)c4cc(C)ccc4o3)cc21 | -10%
O=C(Cn1cnc2nc3c(cc2c1=O)CCCC3)N1CCN(c2ccccc2)CC1 | -10%
O=C(NC1CCCCC1)c1ccc2c(c1)N(Cc1cccc(F)c1)C(=O)c1ccccc1S2 | -29%
Cc1cccc(C(=O)Nc2c(-c3ccc(F)cc3)nc3ccccn23)c1 | ?
O=C(Cc1n[nH]c(=O)c2ccccc12)Nc1ccccc1F | 15%
NC(=O)c1cc(Cl)ccc1OCC(F)(F)F | -5%
Cc1cc(C)c2oc(C(=O)Nc3c(C(=O)Nc4ccccc4)oc4ccccc34)cc(=O)c2c1 | -7%
COc1cc(OC)cc(C(=O)NC2CCN(c3cc(-c4ccc(F)cc4)[nH]n3)CC2)c1 | 0%
O=C1CC(c2ccccc2)N(C(=O)CNC(=O)c2cc(-c3ccc(F)cc3)n[nH]2)CCCCCN1 (stereo unspecified) | 18%
O=C(c1ccc(Cl)cc1)N1CCC(c2nc3c(nnn3Cc3ccccc3F)c(=O)[nH]2)CC1 | 16%
COCC1CCN(c2ncc(C(C)(C)C(=O)O)c(N3CCOCC3)n2)CC1 | -29%
O=C(CN1C(=O)S/C(=C\c2ccc(Cl)cc2)C1=O)Nc1ccc2oc(=O)ccc2c1 | 15%
Cc1ccc(-c2nn(C)c(=O)c3c2CCCC3)cc1S(=O)(=O)N1CCCC1 | 5%
Cc1ccc(Cl)cc1N1CCN(C(=O)c2cc(S(=O)(=O)N3CCCC3)c[nH]2)CC1 | ?
Cc1ccc(C(=O)CCC(=O)N(C)CC(=O)Nc2c(Cl)cccc2Cl)cc1 | 3%
Cc1cccc(Cl)c1NNC(=O)Nc1c([N+](=O)[O-])c(C)nn1C | -44%
COc1ccc(C2Cn3nnc(-c4noc(COc5cccc(C)c5)n4)c3CO2)cc1 (stereo unspecified) | -11%
CCN(CC)CCNC(=O)C(=O)NCC(c1cccnc1)N1CCN(c2ccc(F)cc2)CC1 (stereo unspecified) | -3%
C[C@]1(CO)[C@H]2Cc3sc(NC(=O)C4CCC4)nc3[C@@H](CC(=O)NC3CCCC3)[C@]2(C)CC[C@H]1O | -27%
c1cncc(-c2n[nH]c(C3CCCCN3)n2)c1 (stereo unspecified) | -3%

Some of these compounds in order of molecular weight, lowest first.
SMILES | KDM5B inhibitor
c1cncc(-c2n[nH]c(C3CCCCN3)n2)c1 (stereo unspecified) | -3%
Cc1cccc(Cl)c1NNC(=O)Nc1c([N+](=O)[O-])c(C)nn1C | -44%
COCC1CCN(c2ncc(C(C)(C)C(=O)O)c(N3CCOCC3)n2)CC1 | -29%
Cc1ccc(-c2nn(C)c(=O)c3c2CCCC3)cc1S(=O)(=O)N1CCCC1 | 5%
Cc1ccc(C(=O)CCC(=O)N(C)CC(=O)Nc2c(Cl)cccc2Cl)cc1 | 3%
COc1ccc(C2Cn3nnc(-c4noc(COc5cccc(C)c5)n4)c3CO2)cc1 (stereo unspecified) | -11%
CCN(CC)CCNC(=O)C(=O)NCC(c1cccnc1)N1CCN(c2ccc(F)cc2)CC1 (stereo unspecified) | -3%

Later entries.
SMILES | KDM5B inhibitor
Cc1noc([C@@H]2CC(F)(F)CN2C(=O)c2cc(C)oc2C)n1 | ?
COC1CN(c2cccc(F)c2)C12CCN(C(=O)CC(C)C)CC2 (stereo unspecified) | -7%
Cc1cc(OC(F)F)ccc1NC(=O)Nc1ccc2c(c1)OCO2 | 14%
CCc1cccc(NC(=O)CCS(=O)(=O)c2ccc3c(c2)oc(=O)n3C)c1 | 9%
Cc1nc(-c2ccc(S(=O)(=O)Nc3ccc(C)c(F)c3)cc2)co1 | -3%
COCc1noc([C@@H]2CN(Cc3cnn(C(C)C)c3)C[C@H]2C(N)=O)n1 | -1%
O=C(CSc1nnc(-c2ccc3c(c2)OCO3)o1)Oc1ccccc1 | ?
CS(=O)(=O)N1CCCC(C(=O)NCCc2ccc(F)cc2)C1 (stereo unspecified) | -7%
O=C(COc1ccc2oc3c(c2c1)CCCC3)OCC(=O)c1ccc2c(c1)OCO2 | -7%
Cc1cc(C)c(NC(=O)CNC(=O)c2nc(-c3ccccc3)oc2C)c(C)c1 | -13%
Cc1sc2ncn(CC(=O)NCC(=O)N3CCN(c4ccc(F)cc4)CC3)c(=O)c2c1C | 3%
COC(=O)c1c(NC(=O)CCCOc2ccc(C(C)(C)C)cc2)sc2c1CCC(C)C2 (stereo unspecified) | -14%
COc1cc(C(=O)NCC(c2ccc(C)cc2)N2CCOCC2)cc(OC)c1OC (stereo unspecified) | -4%
COc1cc(C#N)ccc1OCc1ccc(F)cc1Br | 28%
Cc1noc(C)c1-c1cc2c(cc(-c3ccccc3)n2C)c(N(C)C)n1 | i
O=C(NC1(c2ccccc2)CCC1)c1cc2ccccc2oc1=O | 13%
CC1CCCN(C(=O)Cn2nc(C(=O)O)c3ccccc3c2=O)C1 (stereo unspecified) | 16%
COc1cccc(CC(=O)N2CCC(n3nccc3NC(=O)C3CCOC3)CC2)c1 (stereo unspecified) | 23%
COc1ccc(C(=O)Nc2ccc(NC(=O)c3cccs3)cc2)cc1OC | ?
Cc1ccc(C(CCNCCN(C)C)C2CCOC(C)(C)C2)cc1 (stereo unspecified) | ?
COc1ccccc1CNS(=O)(=O)c1ccc(-n2cnnn2)c(OC)c1 | 13%
Cc1oc(-c2ccccc2)nc1CC(=O)N(C1CC1)C(C)c1ccco1 (stereo unspecified) | 3%
CCn1c(SCC(=O)Nc2cc(C)on2)nc2c(c1=O)SCC2 | 2%
CC(C)C(C)NC(=O)CSc1nc2ccccc2c(=O)n1C1CCCC1 (stereo unspecified) | -2%
COc1cccc(NC(=O)CSc2nc3nc(C)c(Cc4ccccc4C)c(C)n3n2)c1 | -14%
CCOc1ccc(NC(=O)CSc2ncc3c(n2)-c2ccccc2N(Cc2ccccc2C)S3(=O)=O)cc1 | 9%
CC(=O)NC[C@@H]1C=C(C)[C@H](CC(=O)NCc2ccc(F)cc2)C[C@H]1C(C)C | 14%[86.2 µM]
Cc1ccc(S(=O)(=O)N(C)[C@H]2C[C@H]3c4cc(-c5ccccc5C)ccc4CCN3C[C@H]2[C@H](C)O)cc1 | ?
CCOc1ccccc1CN1CCC2(CC1)CC(C(=O)N1CCOCC1)N(C)C2 (stereo unspecified) | ?
CC(=O)c1ccc(OC(=O)C2OC3OC(C)(C)OC3C3OC(C)(C)OC23)cc1 (stereo unspecified) | -2%
COC(=O)c1c(C)[nH]c(C(=O)/C=C/c2ccccc2F)c1C | 5%

Screens from PubChem.
